Compound activity from PubChem BioAssay.
MITF primary = inhibitors of human MITF; O75030; inhibition, % at 2.6 µM; AlphaScreen MITF homodimerization, bead proximity signal; 650,000 compounds, 0.91% hits; in the data active means inhibition above about 50%;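 further: 0% = vehicle wells with protein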
Target sequence (O75030 whole entry, looked up): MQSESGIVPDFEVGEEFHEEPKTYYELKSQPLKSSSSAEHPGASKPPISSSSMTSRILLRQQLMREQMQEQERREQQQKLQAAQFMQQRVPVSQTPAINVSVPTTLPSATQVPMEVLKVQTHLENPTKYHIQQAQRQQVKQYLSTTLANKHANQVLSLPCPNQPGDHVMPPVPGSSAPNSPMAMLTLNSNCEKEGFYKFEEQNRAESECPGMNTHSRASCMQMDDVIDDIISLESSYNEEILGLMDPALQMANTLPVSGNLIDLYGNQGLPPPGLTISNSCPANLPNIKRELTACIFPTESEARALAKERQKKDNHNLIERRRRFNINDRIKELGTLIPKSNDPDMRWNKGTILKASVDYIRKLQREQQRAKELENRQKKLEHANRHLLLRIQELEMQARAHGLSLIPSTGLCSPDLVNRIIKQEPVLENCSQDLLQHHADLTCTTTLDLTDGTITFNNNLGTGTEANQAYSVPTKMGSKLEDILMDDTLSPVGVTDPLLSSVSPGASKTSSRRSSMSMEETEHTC
TEAD-YAP block = TEAD-YAP interaction inhibition; HEK-TIYL cells, TEAD-Gal4/YAP UAS-luciferase luminescence; inhibition, % at 9.12 µM; 640,000 compounds, 1.4% hits; AID 1259422; in the data active means inhibition above about 32%;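 further: 0% = median of test compound wells and 100% = reference inhibitor wells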
FBW7 activator = human FBW7 E3 ligase activation, primary screen; AlphaScreen FBW7–phospho-cyclin E peptide binding, activator screen; 650,000 compounds, 0.13% hits; normalized activity (activation), % at 26.1 µM; in the data active means normalized activity above about 1.9%;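 further: purified mutant Fbw7 with reduced substrate affinity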
GPR151 ag = activates the human receptor GPR151; Q8TDV0; PathHunter beta-arrestin GPR151 cells, luminescence; activation, % at 11.2 µM; 650,000 compounds, 1% hits; AID 1508602; in the data active means activation above about 4.9%;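 further: 0% = median of compound wells and 100% = cells with positive control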
Target sequence (Q8TDV0 whole entry, looked up): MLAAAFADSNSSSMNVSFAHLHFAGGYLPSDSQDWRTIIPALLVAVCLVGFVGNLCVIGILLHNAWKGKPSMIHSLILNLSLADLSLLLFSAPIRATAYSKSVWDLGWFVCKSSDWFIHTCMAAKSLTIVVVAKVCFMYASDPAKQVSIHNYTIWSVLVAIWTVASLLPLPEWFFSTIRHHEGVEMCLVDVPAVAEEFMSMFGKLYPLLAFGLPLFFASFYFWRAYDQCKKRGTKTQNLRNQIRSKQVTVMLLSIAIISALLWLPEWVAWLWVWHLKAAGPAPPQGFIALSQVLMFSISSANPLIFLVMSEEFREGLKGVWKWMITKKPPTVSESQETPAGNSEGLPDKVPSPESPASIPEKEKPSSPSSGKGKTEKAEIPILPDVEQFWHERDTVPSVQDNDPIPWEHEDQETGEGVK
* hit, by the source's call.

Every second line gives: GPR151 ag, MITF primary, TEAD-YAP block, FBW7 activator
> O=[N+]([O-])c1cc(S(=O)(=O)N2CCOCC2)ccc1N/N=C/c1ccccc1O
→ -0.5, 25, 8, 0.2
> Cc1c(Cl)cccc1NC(=O)c1cc2ccccc2o1
→ -2.2, 1, -73, 0.0
> CCOC(=O)c1ccc(NC(=O)C2COc3ccccc3O2)cc1 (configuration not stated)
→ 0.3, 3, -13, -0.1
> CCCCNS(=O)(=O)c1ccc(NC(=O)/C=C/c2cccc([N+](=O)[O-])c2)cc1
→ 0.0, 4, 25, 1.1
> COC(=O)C1=C(C)NC2=C(C(=O)CC(c3cccs3)C2)C1c1ccc(OC(C)=O)c(OC)c1 (configuration not stated)
→ -1.9, -10, -2, 0.0
> COc1cccc(CNC(=O)CCNS(=O)(=O)c2ccc(Cl)cc2)c1
→ 1.4, 12, -1, -0.3
> COCCNC(=O)c1nnn(-c2ccccc2)c1CSc1nc(C)cc(C)n1
→ 1.0, 8, -6, 0.2
> COc1ccccc1-c1cc(C(=O)O)[nH]n1
→ 0.8, 13, 9, 0.1
> CCN1CCc2c(sc(NC(=O)c3ccc(S(=O)(=O)N4CCCCC4C)cc3)c2C(N)=O)C1 (configuration not stated)
→ -0.6, 15, 4, 0.4
> Clc1cccc(N2CCN(Cc3nnnn3C3CCCC3)CC2)c1
→ -0.7, 5, 5, -0.1
> O=C(Nc1ccc(Cl)cc1)Nc1c2ccccc2nc(=O)n1CC1CCCO1 (configuration not stated)
→ 1.2, 8, -8, 0.1
> Cc1c(Cl)cccc1NC(=O)c1cnn2c(C(F)(F)F)cc(-c3ccco3)nc12
→ 0.2, 2, 0, 0.0
> CC(=O)NC1C(Oc2cccc(C)c2)OC2COC(c3ccco3)OC2C1O (configuration not stated)
→ 0.0, 5, -2, 0.3
> Fc1ccccc1N1CCN(c2ncnc3nc[nH]c23)CC1
→ -1.0, -2, -2, 0.0
> CC(=O)NC(=S)NNC(=O)C(c1ccccc1)c1ccccc1
→ -0.4, -9, -6, -0.1
> COc1ccc(C(=O)Nc2cc3nn(-c4ccccc4)nc3cc2C)cc1
→ 0.7, -1, -12, 0.0
> O=C(O)c1cccc(S(=O)(=O)Nc2cccc3c([N+](=O)[O-])cccc23)c1
→ 0.7, 32, 2, -0.1
> Cc1nc(-c2coc3cc(O)ccc3c2=O)cs1
→ -6.0, 8, 34*, 0.6
> COc1ccc2c(c1)sc1ncc(C(=O)NCc3cccc(C(F)(F)F)c3)c(=O)n12
→ -0.9, -10, 3, -0.1
> CCOC(=O)C1=C(c2ccccc2)N=c2s/c(=C\c3c[nH]c4ccccc34)c(=O)n2C1c1ccccc1OC (configuration not stated)
→ -0.1, 2, 1, 0.0
> CCOc1cc(C(=O)Nc2ccccc2NC(C)=O)cc(OCC)c1OCC
→ 0.5, 12, -8, 0.2
> CCOC(=O)C1=C(C)N=c2s/c(=C/c3c(-c4ccccc4)[nH]c4ccccc34)c(=O)n2C1c1cc(OC)ccc1OC (configuration not stated)
→ 0.3, 11, 2, 0.2
> CCCc1sc2[nH]c(=S)n(-c3ccccc3)c(=O)c2c1C
→ 4.0, -5, -14, -0.2
> CC1CCCCN1Cc1c(O)ccc2c(-c3ccccc3)cc(=O)oc12 (configuration not stated)
→ 1.2, -2, 5, 0.3
> N#Cc1c(NC(=O)CCN2C(=O)c3ccccc3C2=O)sc2c1CCCC2
→ 1.3, 12, -2, -0.2
> O=C(NCC1(c2ccccc2)CCOCC1)c1cc2ccccc2o1
→ 0.7, 11, -3, 0.0
> CC1CN(CC(O)COCCOc2ccc(C(C)C)cc2)CC(C)O1 (configuration not stated)
→ -0.4, 1, 2, 0.2
> COc1ccc2nc(SCC(=O)Nc3nccs3)[nH]c2c1
→ -0.2, 11, -8, 0.1
> CCOc1cc(C(OC(C)=O)OC(C)=O)cc(Br)c1OCC
→ -0.2, -3, -2, 0.0
> Cc1ccc(NC(=O)c2ccccc2I)cc1
→ -1.2, 0, -34, 0.0

Brought forward from above: 6 compounds, followed by the next part.
Every second line gives: GPR151 ag, MITF primary, TEAD-YAP block, FBW7 activator
> N#Cc1c(NC(=O)CCN2C(=O)c3ccccc3C2=O)sc2c1CCCC2
→ 1.3, 12, -2, -0.2
> O=C(NCC1(c2ccccc2)CCOCC1)c1cc2ccccc2o1
→ 0.7, 11, -3, 0.0
> CC1CN(CC(O)COCCOc2ccc(C(C)C)cc2)CC(C)O1 (configuration not stated)
→ -0.4, 1, 2, 0.2
> COc1ccc2nc(SCC(=O)Nc3nccs3)[nH]c2c1
→ -0.2, 11, -8, 0.1
> CCOc1cc(C(OC(C)=O)OC(C)=O)cc(Br)c1OCC
→ -0.2, -3, -2, 0.0
> Cc1ccc(NC(=O)c2ccccc2I)cc1
→ -1.2, 0, -34, 0.0
> COc1ccc(-c2noc(CSc3nnc(C)n3-c3ccccc3)n2)cc1
→ -0.4, -13, 7, 0.3
> COc1cccc(NS(=O)(=O)c2cc(C(=O)Oc3cccc(C(F)(F)F)c3)ccc2NCc2ccccc2Cl)c1
→ -1.3, 17, -3, 0.5
> CCCCC(Sc1nc(C2CC2)nc2c1c(=O)n(C)c(=O)n2C)C(=O)O (configuration not stated)
→ -0.7, 23, 1, 0.0
> O=C(CSc1nc(=O)n2ccccc2n1)Nc1ccc2c(c1)OCCO2
→ -1.7, -5, -12, 0.3
> CCOc1ccc(CCN2C(=O)CCC2(C)C(=O)NC(C)CC)cc1OCC (configuration not stated)
→ -0.6, 1, 4, 0.0
> COC(=O)C(C)n1cnc2scc(-c3ccc(Br)cc3)c2c1=O (configuration not stated)
→ -0.5, -6, -3, 0.0
> O=C1Nc2cc(C(=O)N3CCN(C4CCCCC4)CC3)ccc2NC1CS(=O)(=O)Cc1cccc(F)c1 (configuration not stated)
→ -0.1, 14, -6, 1.6
> NC(=O)Nc1ccc(C(=O)Nc2ccc3c(c2)OCO3)cc1
→ -0.2, 12, -10, 0.1
> N#CCSc1nc2cc(C(=O)Nc3cccc(Cl)c3)ccc2c(=O)n1C1CCCCC1
→ 1.8, -4, -1, -0.1
> Cc1ccc(N=C2S/C(=C/c3ccc(N(C)C)cc3)C(=O)N2Cc2ccccc2)cc1
→ 0.9, 1, 3, 0.0
> CNC(=S)Nc1cc(Cl)ccc1OC
→ -0.4, 16, -8, 0.6
> COc1ccc(-c2cnc(NCc3ccccc3F)n2C)cc1
→ -0.9, 49, -13, -0.2
> CN(C)S(=O)(=O)c1cccc(NC(=S)Nn2cnnc2)c1
→ -1.8, 2, -8, 0.2
> O=C(Cc1cn2ccsc2n1)NCCN1Cc2ccccc2OC(c2ccsc2)C1 (configuration not stated)
→ -0.1, 19, 6, 1.2
> CC(=O)C(C(=O)Nc1ccc(F)cc1)C(c1ccc2ccccc2c1)C(C#N)C#N (configuration not stated)
→ -0.2, 21, -9, -0.1
> COC(=O)c1c(N)sc(C)c1-c1ccccc1
→ -0.1, 1, 5, -0.2
> CCOc1ccc(OCC)c(NS(=O)(=O)c2ccc3c(c2)OCCN3C(C)=O)c1
→ -0.4, 9, 3, 0.6
> Cc1nnc2c(NCc3ccccn3)nc3ccccc3n12
→ -0.8, 11, -6, -0.1
> CN1C(=O)/C(=N/OC(=O)c2cc(F)c(F)cc2Cl)c2ccccc21
→ 0.6, 15, 4, 0.2
> O=C(O)c1ccc(NC(=O)C2CC(=O)N(Cc3ccc(Cl)cc3)C(=Nc3ccccc3)S2)cc1 (configuration not stated)
→ 1.2, 6, 4, -0.1
> CCN(CCn1cccn1)Cc1nc(-c2ccccn2)no1
→ -1.0, 9, -7, -0.1
> COc1cc(Nc2nc(Nc3nccc4ccccc34)nc3c2ncn3CCN2CCCC2=O)cc(OC)c1OC
→ -1.4, 15, 3, 0.2
> COc1ccc(C)c(S(=O)(=O)Nc2ccc(OCC(=O)O)cc2)c1
→ -1.1, 8, 3, 0.2
> CCOC(=O)N1CCN(CC(O)COC2CC(C)CC(C)(C)C2)CC1 (configuration not stated)
→ 2.0, -8, 6, 0.0
> C=CC[C@@H]1CC=C[C@@H](C)N1C(=O)CC1(c2cccc(OC)c2)CC(=O)N(CCOC)C1=O (some centres not stated)
→ -0.9, -9, 1, 0.3
> Cc1cccn2cc(-c3ccc(F)cc3)nc12
→ -8.5, -7, -15, -0.1
> CCCCOC(=O)C1=C(C)NC2=C(C(=O)CCC2)C1c1cc2c(cc1Br)OCO2 (configuration not stated)
→ -0.1, -3, 1, -0.1
> COc1ccc(O)c(CN2CCC3(CCC(CNC(=O)c4ccco4)O3)CC2)c1 (configuration not stated)
→ 0.6, 3, -3, 0.1
> CC(=O)Nc1ccc(OCC(=O)O)cc1
→ 0.4, 4, 2, 0.5
> C=CCOC(=O)C1=C(C)NC2=C(C(=O)CC(C)(C)C2)C1c1cccc(Br)c1 (configuration not stated)
→ 0.1, 5, 2, 0.1

Record cards, from the list above.
Listed for `CN1C(=O)/C(=N/OC(=O)c2cc(F)c(F)cc2Cl)c2ccccc21` = GPR151 ag = 0.6; MITF primary = 15; TEAD-YAP block = 4; FBW7 activator = 0.2
Listed for `O=C(CSc1nc(=O)n2ccccc2n1)Nc1ccc2c(c1)OCCO2` = GPR151 ag = -1.7; MITF primary = -5; TEAD-YAP block = -12; FBW7 activator = 0.3

(cont.)
Every second line gives: GPR151 ag, MITF primary, TEAD-YAP block, FBW7 activator
> COc1ccc(-n2ncc3c(Nc4ccc(C)cc4C)ncnc32)cc1
→ -0.5, 6, -30, 0.0
> O=C(Cc1ccsc1)N1CCC[C@@H](Cn2nc(-c3cccs3)ccc2=O)C1
→ -0.1, -2, -3, -0.1
> O=C(NCCN1CCOCC1)c1ccc2c(=O)n(Cc3ccc(Cl)cc3)c(=S)[nH]c2c1
→ -0.8, -10, 3, 0.1
> Cc1ccc2cc(CN(CCO)S(=O)(=O)c3ccccc3F)c(=O)[nH]c2c1
→ 0.3, -1, -1, -0.1
> COc1cc(Nc2nc(Nc3ccccc3)ncc2C)cc(OC)c1OC
→ 0.2, 8, 23, -0.2
> CC(=O)Nc1cccc(NC(=O)CSc2ncnc3c2cnn3-c2ccc(F)cc2)c1
→ 1.2, -14, -6, 0.0
> CCc1ccc(CNCc2ccc(OC)cc2)cc1
→ -0.6, 43, 4, 0.0
> COc1cc(O)c(C=O)c(OC)c1[N+](=O)[O-]
→ 0.5, -1, -8, 0.2
> O=C(NCc1cccc(C(F)(F)F)c1)c1cccc(NCCCN2CCCC2=O)c1
→ 0.7, 16, 11, 0.1
> COC(=O)C1=C(C)N(C)C(C)=C(C(=O)OC)C1c1cccc(C(F)(F)F)c1
→ 1.5, 12, -3, -0.6
> COc1ccc(CNC23CC4CC(CC(C4)C2)C3)cc1
→ 2.0, 35, -8, 0.8
> CN(C1=NS(=O)(=O)c2ccccc21)c1ccc(OC(=O)c2ccccc2Cl)cc1
→ 0.5, -2, -1, 0.0
> CC(C)c1nc2ccccc2c2nnc(SCC(=O)NC3CC3)n12
→ 0.2, -1, -5, -0.1
> Cc1ccccc1C(=O)N1CCc2nc3ccccn3c(=O)c2C1
→ -0.7, -4, -3, -0.1
> CCOc1ccccc1NC(=O)Cn1cnc2sc(C)c(S(=O)(=O)N3CCOCC3)c2c1=O
→ 3.0, 7, -8, -0.1
> O=C(O)Cc1ccc(NC(=O)c2cccs2)cc1
→ -0.5, -5, 2, -0.2
> CCOCCOC(=O)c1ccc(-n2cnc(C)n2)nc1
→ -2.1, 16, -1, 0.2
> O=C1NC2(CCN(C(=O)C(F)(F)F)CC2)Oc2ccccc21
→ 0.9, -2, -1, -0.3
> CC12CC(c3ccccc3O1)C(C(=O)N1CCN(c3ccccc3F)CC1)C(=O)N2 (configuration not stated)
→ 0.6, -2, -7, -0.3
